EP2 antag = EP2 receptor (human) inhibition | inhibition, % at 25 µM | P43116 | actives 0.52% (n = 260,000) | C6 glioma cells expressing human EP2, cAMP TR-FRET; cells stimulated with saturating PGE2;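 active means percent inhibition above 40 after rounding to a whole number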;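 further: rat C6 glioma host cells with rolipram phosphodiesterase inhibitor present; the protocol text gives 20 µM as final concentration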
Target sequence (P43116 whole entry, looked up): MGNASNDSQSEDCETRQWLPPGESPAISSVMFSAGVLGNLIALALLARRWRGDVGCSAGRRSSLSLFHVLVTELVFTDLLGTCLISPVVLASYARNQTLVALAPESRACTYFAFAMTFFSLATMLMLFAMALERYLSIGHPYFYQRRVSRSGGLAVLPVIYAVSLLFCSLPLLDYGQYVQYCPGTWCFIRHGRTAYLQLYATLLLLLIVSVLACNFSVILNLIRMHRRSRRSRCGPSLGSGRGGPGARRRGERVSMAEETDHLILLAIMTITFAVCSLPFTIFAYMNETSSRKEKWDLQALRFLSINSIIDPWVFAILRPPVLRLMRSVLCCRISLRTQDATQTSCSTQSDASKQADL
* marks the source's active call; other numbers are inactive results.

SMILES	EP2 antag
COC(=O)c1ccc(C(=O)N2CCC(C(=O)c3cccnc3)CC2)cc1	6.3
CCOc1cc(/C=C2\C=C(c3ccc(C)cc3)OC2=O)ccc1OCC#N	19.1
CCOc1ccc(S(=O)(=O)NCc2cccnc2)cc1C(C)C	10.4
COc1ccc2nc(SCC(=O)NCc3ccco3)c(C#N)cc2c1	10.1
C=CCn1c(N2CCC(C(=O)NCC(C)C)CC2)nc2ccccc21	6.2
Cc1cccc2cc3c(N)c(C(=O)OC(C)C)sc3nc12	10.9
CCn1c(COc2ccc(Br)cc2)nnc1SCc1ccccc1	10.0
COc1ccc(OCCn2cc(C3C(C#N)=C(N)Oc4n[nH]c(C)c43)c3ccccc32)cc1 (configuration not stated)	8.9
Cc1nn(-c2ccc(F)cc2)c2[nH]c(=O)c(CNCCO)cc12	6.0
O=C(Nc1ccccc1Cl)N(Cc1ccco1)Cc1cc2cc3c(cc2[nH]c1=O)OCCO3	8.0
Cc1ccccc1N(CC(=O)NC1CCCC1)C(=O)c1nsc(Cl)c1Cl	17.3
O=S(=O)(c1ccc(Br)cc1)N1CCN(S(=O)(=O)c2ccc(Br)cc2)CC1	41.6*
O=C(Cn1cnc2c(cnn2-c2ccccc2Cl)c1=O)Nc1ccc2c(c1)OCO2	13.9
O=S(=O)(NC1(c2ccc(F)cc2)CC1)c1ccc2c(c1)OCCO2	2.2
Cc1ccc(N(CC(=O)NC(C)C)C(=O)CCC(=O)Nc2ccccn2)cc1C	8.6
COc1cc(OC)c(OC)cc1CNc1n[nH]c2nc(C)cc(C(F)(F)F)c12	3.1
O=C(NC1CCCCC1)N(Cc1ccccc1)Cc1cc2cc3c(cc2[nH]c1=O)OCO3	13.5
CCCC(=O)N(CCC)c1nnc(-c2cc(OC)c(OC)c(OC)c2)s1	4.7
Cc1ccc2sc(NC(=O)CSc3nc4c(C)cccc4cc3C#N)nc2c1	6.1
Cn1c(SCc2ccccc2Cl)nnc1-c1cccnc1	6.5
COCCn1nnnc1C(c1cc2cc(OC)ccc2[nH]c1=O)N1CCN(c2ccc(F)cc2)CC1 (configuration not stated)	9.1
COc1ccc(NC(=O)CCCSc2nc(-c3ccco3)cc(C(F)(F)F)n2)cc1	9.4
COCCCN(C(=O)c1ccccc1)c1nc(-c2cc(OC)ccc2OC)cs1	5.4
COC(=O)C[C@H]1C2(C)C[C@]34OC5(C)O[C@]6(C7C(C(C)=O)C(=O)OC(c8ccoc8)[C@]7(C)CC[C@]6(O5)C13C)C(O)[C@]4(O)[C@H]2O (some centres not stated)	9.9
CCC1(CC)C(=O)C2=C3C1[C@H](C(=O)OC)C=C(C(=O)OC)C[C@H]3[C@H]1C(=O)N(CC(=O)OC)C(=O)[C@H]1[C@H]2C (some centres not stated)	13.7
O=C(Nc1ccc2oc(-c3ccc4nc[nH]c4c3)nc2c1)c1ccco1	13.2
Cc1cccc(C)c1NC(=O)C1CCN(C(=O)c2cccs2)CC1	7.6
C[n+]1ccc(C(=O)Nc2ccccc2Cl)cc1	11.2
OC(CN1CCN(c2ccccn2)CC1)c1ccc(F)cc1 (configuration not stated)	8.5
COc1ccc(Cn2nnnc2C(c2cc3c(C)ccc(C)c3[nH]c2=O)N2CCCCC2)cc1 (configuration not stated)	10.0
O=S(=O)(c1ccc(Cl)c(F)c1)N1CCC(n2nnc3cc(F)ccc32)CC1	9.3
CCOc1cc(C2/C(=C(/O)c3ccc(OC)cc3C)C(=O)C(=O)N2Cc2cccnc2)ccc1O (configuration not stated)	14.2
O=C(O)/C(Cc1ccc([N+](=O)[O-])cc1)=N\O	12.2
O=C(NC1CC1)C1=C[C@H](c2coc3ccccc3c2=O)C[C@H](OCc2ccc(CO)cc2)O1	11.0
CCC(=O)N1CCc2cc(C(O)CN3CCC(O)(c4ccccc4C)CC3)ccc21 (configuration not stated)	7.5
COc1ccc(-c2cc(-c3ccc(Br)cc3)nc(N)c2C#N)cc1OC	7.2
COc1cc(C(=O)NCc2ccc(OCCN(C)C)cc2)cc(OC)c1OC	12.4
Nc1cc(N)nc(SCc2c(Cl)cccc2Cl)n1	7.3
O=C1CC(N2CCC(c3nc4ccccc4[nH]3)CC2)C(=O)N1 (configuration not stated)	11.6
CCc1ccc2[nH]c3nc4ccccc4nc3c2c1	10.9
CC(C)=C[C@H]1[C@H](C(=O)Oc2ccccc2C(C)C)C1(C)C	12.2
CC1CCCCN1C(=O)c1ccccc1F (configuration not stated)	11.1
COc1cc(/C=C2\N=C(c3ccccc3C)OC2=O)ccc1OC(C)=O	8.6
COC1CCC(C(=O)N2CCC(n3nc(-c4ccoc4C)oc3=O)CC2)CC1 (configuration not stated)	4.7
O=C(C1CC(c2cccc(Br)c2)=NO1)N1CCOCC1 (configuration not stated)	8.5
CCC1=NN(C(=O)COc2c(C)cc(C)cc2C)C(O)(C(F)(F)F)C1 (configuration not stated)	11.2
COc1cccc(NC(=O)Cn2cc(C(=O)C(C)C)c3ccccc32)c1	12.9
Cc1ccc2cc(C#N)c(SCC(=O)Nc3cccc(Cl)c3)nc2c1	6.9
CC(C)c1nc2ccccc2c2nnc(SCC(N)=O)n12	8.9
Fc1ccccc1Cn1nnc2c(NCc3ccncc3)ncnc21	12.6
CCn1nc(CC(=O)NC2(c3ccc(OC)cc3)CCCCC2)c2ccccc2c1=O	3.5
COc1cccc(-c2csc(N3CCN(CC(=O)Nc4cc(OC)ccc4OC)CC3)n2)c1	7.6
CC1Cc2cc(C(O)CN3CCCC3)ccc2N1C(=O)C(C)(C)C (configuration not stated)	6.0
CCN1CCCC1CNS(=O)(=O)c1ccc2c(c1)oc(=O)n2C(C)C (configuration not stated)	9.8
Cc1[nH]ncc1NS(=O)(=O)c1ccc2c(c1)NC(=O)CO2	2.1
CC(C)(C)c1ccc(-c2nnc(SCC(=O)N3CCc4ccccc43)o2)cc1	10.4
O=C(CSc1nnc(-c2cccc(F)c2)o1)N1c2ccccc2Sc2ccccc21	8.0
O=CNC1CC2(CCCCC2)Oc2ccccc21 (configuration not stated)	5.4
COc1cc2c(cc1OC)C1=C(C#N)CN(c3ccc(C)c(C)c3)CN1CC2	16.3
COc1ccc(S(=O)(=O)N(Cc2ccccc2)Cc2cc3cc(OC)c(OC)cc3[nH]c2=O)cc1	16.2

Individual results from the results shown:
Value for `Fc1ccccc1Cn1nnc2c(NCc3ccncc3)ncnc21` in EP2 antag: 12.6
Value for `CCn1nc(CC(=O)NC2(c3ccc(OC)cc3)CCCCC2)c2ccccc2c1=O` in EP2 antag: 3.5
Value for `CC(C)(C)c1ccc(-c2nnc(SCC(=O)N3CCc4ccccc43)o2)cc1` in EP2 antag: 10.4

New compounds follow
SMILES	EP2 antag
CCOc1ccc(CN2CCN(C(=O)c3ccc(OC)c(OC)c3)CC2)cc1	5.7
CC(=O)Nc1nnc(SCC(=O)NCc2ccc(C)cc2)s1	5.8
COc1ccc(CCNC(=O)Cn2c(=O)n(C(C)C)c3ncccc32)cc1OC	7.7
CC(=O)c1cc(C(=O)Nc2cccc(C(=O)N(C)C3CCCCC3)c2)cs1	4.4
O=c1cc(N=Nc2ccc(O)cc2)[nH]c(=O)[nH]1	13.6
O=C(NCc1cccs1)C1CC(c2c(F)cccc2Cl)=NO1 (configuration not stated)	6.4
COc1ccc2cc(C(=O)CCC(=O)O)ccc2c1	14.8
COC(=O)N1[C@H](C)C=C[C@]1(Cc1ccccc1)C(=O)NCCCNc1ncc(C(F)(F)F)cc1Cl	9.6
CC(C)(C)C(=O)N1CCCc2cc(C(O)CN3CCCCC3)ccc21 (configuration not stated)	6.1
CC(C(=O)O)N1C(=O)CSC1=O (configuration not stated)	8.6
O=CNc1ncn[nH]1	12.5
CCOC(=O)c1sc2ncn(CC(=O)Nc3ccc(Cl)cc3)c(=O)c2c1C	11.0
CC1CCN(C(=O)c2ccc([N+](=O)[O-])o2)CC1	10.5
CC(C)c1nc2ccccc2c2nnc(SCC(=O)N3CCc4ccccc4C3)n12	14.6
CCn1cc(CC(=O)N(C)CCCN2CCN(C)CC2)c2ccccc21	4.3

Overlap with the part before: two entries; new compounds follow.
SMILES	EP2 antag
CC(C)c1nc2ccccc2c2nnc(SCC(=O)N3CCc4ccccc4C3)n12	14.6
CCn1cc(CC(=O)N(C)CCCN2CCN(C)CC2)c2ccccc21	4.3
CC(=O)c1ccc(NC(=O)CSc2nc3c(C)c(C)ccc3cc2C#N)cc1	18.6
CCc1cc2ccccc2nc1SCC(=O)Nc1ccccc1Br	11.2
CC(=O)NCCNc1nc2c(c(=O)n(C)c(=O)n2C)n1Cc1c(Cl)cccc1Cl	7.3
Cc1ccc2c(C)cc(SCCN3CCOCC3)nc2c1C	7.1
CCN(C(=O)C1CC1)c1nc(-c2ccc(OC)cc2)cs1	4.8
O=C1Nc2ccccc2C1=O	14.6
CCOc1ccccc1NC(=O)CN1CCC(n2nnc3cc(C)ccc32)CC1	5.5
COc1cc(C(c2nnnn2C(C)(C)C)N2CCN(c3cc(C)ccc3C)CC2)cc(OC)c1OC (configuration not stated)	5.8
CCCn1c(SCC(=O)Nc2ccc(NC(=O)CC)cc2)nc2c1c(=O)n(C)c(=O)n2C	8.6
Cc1sc2nc(SCC(=O)N3CCC(C)CC3)[nH]c(=O)c2c1C	6.7
Cn1c(=O)c2c(nc(N3CCCCC3)n2Cc2ccccc2)n(C)c1=O	7.5
O=C(CCSc1nc(-c2ccco2)cc(C(F)(F)F)n1)NC1CCCC1	6.7
C#C[C@]1(O)CCC2C3CCC4=C(CCC(=O)C4)C3CC[C@@]21C (some centres not stated)	24.6
CC(C)C(=O)Nc1cccc(C(=O)Nc2nc3ccc(S(C)(=O)=O)cc3s2)c1	12.4
CCOC(=O)CSc1nnc2c3ccccc3nc(Cc3ccccc3)n12	9.4
O=C(CSc1ccc(-c2nc3ccccc3[nH]2)cn1)Nc1ccc2c(c1)OCO2	15.8
COc1ccc(S(=O)(=O)N(Cc2cc3cc4c(cc3n3nnnc23)OCO4)C2CCCCC2)cc1	10.5
COCCn1c(SCC(=O)c2ccc(OC)cc2)nc2sc3c(c2c1=O)CCC3	6.7
Cc1[nH]c2c(C(=O)NCCS(=O)(=O)NC3CCCCC3)cccc2c1C	5.8
CCCNC(=O)C(C)Sc1nc(-c2ccccc2)cc(C(F)(F)F)n1 (configuration not stated)	14.8
COc1ccc(-n2nnnc2SCC(=O)Nc2cc(C)ccc2OC)cc1	9.9
COc1ccc2[nH]c(=O)c(CN(Cc3ccc(C)cc3)C(c3nnnn3C(C)(C)C)C(C)C)cc2c1 (configuration not stated)	6.4
CCOc1cc(S(=O)(=O)n2c([N+](=O)[O-])cnc2C)ccc1Br	9.7
Clc1ccc(-c2noc(CN3CCCCC3)n2)cc1	12.0
COc1cccc(NC(=O)CSc2nnc(-c3ccncc3)n2-c2ccccc2OC)c1	6.2
Cc1nc2cc3c(=O)oc(C)nc3cc2c(=O)o1	6.4
CCCN(Cc1cc2cc(OC)ccc2[nH]c1=O)C(=O)C(C)C	11.6
COCCn1c(SCC(=O)Nc2sc3c(c2C(N)=O)CCCC3)nnc1-c1ccccc1	13.3
O=C(NCc1ccc(OC(F)(F)F)cc1)c1cc(-c2ccccc2)nn1CC1CC(c2cccnc2)=NO1 (configuration not stated)	8.0
Cc1[nH]c2ccc(-c3nnc(SCC(=O)N(C)c4nc(-c5ccccc5)cs4)o3)cc2c1C	3.5
COc1cc(OC)c(C(=O)Nc2ccncc2)cc1OC	9.6

Quoted from above, 6 compounds:
SMILES	EP2 antag
CCOc1cc(S(=O)(=O)n2c([N+](=O)[O-])cnc2C)ccc1Br	9.7
Clc1ccc(-c2noc(CN3CCCCC3)n2)cc1	12.0
COc1cccc(NC(=O)CSc2nnc(-c3ccncc3)n2-c2ccccc2OC)c1	6.2
Cc1nc2cc3c(=O)oc(C)nc3cc2c(=O)o1	6.4
CCCN(Cc1cc2cc(OC)ccc2[nH]c1=O)C(=O)C(C)C	11.6
COCCn1c(SCC(=O)Nc2sc3c(c2C(N)=O)CCCC3)nnc1-c1ccccc1	13.3

High-throughput results as filed in PubChem.

An excerpt; the hit share may differ from the screen's.
